Screening results from PubChem.
AmpC inh detg – AmpC beta-lactamase inhibition with detergent present; 370,000 tested, 0.041% active; AmpC hydrolysis of nitrocefin, absorbance 480 nm, 0.01% Triton; P00811; AID 485294; Potency, µM (top dose mostly 114 µM), for the others: top-dose activity change, negative = inhibition, actives largely listed as inhibitors;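 note: potency is the fitted concentration of half-maximal effect; 0% = no-compound wells and -100% = no-enzyme wells; nearly all actives have a fitted effect of over 25% in size; some results filed as inactive show a strong effect at the top dose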
Target sequence (P00811 whole entry, looked up): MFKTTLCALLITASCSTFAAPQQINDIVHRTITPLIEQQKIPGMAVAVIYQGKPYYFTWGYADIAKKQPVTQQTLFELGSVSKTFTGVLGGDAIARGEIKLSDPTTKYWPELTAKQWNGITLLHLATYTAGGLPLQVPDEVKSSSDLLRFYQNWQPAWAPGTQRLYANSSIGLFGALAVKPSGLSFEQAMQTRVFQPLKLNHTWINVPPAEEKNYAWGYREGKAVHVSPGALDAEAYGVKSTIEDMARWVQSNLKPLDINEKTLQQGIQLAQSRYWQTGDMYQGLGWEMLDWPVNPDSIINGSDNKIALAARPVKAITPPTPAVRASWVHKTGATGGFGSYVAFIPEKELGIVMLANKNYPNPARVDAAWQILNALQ
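20 mM phosphate pH 7.0 + 0.01% (detergent screen) or 0.0001% Triton X-100; 5.3 nM AmpC reagent; cpd preinc 15 min RT; nitrocefin (800 uM stock) to start; A480 q20 s × 4 min; Activity was normalised to no-enzyme and no-compound control wells.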
Sm TGR inh – inhibitors of Schistosoma mansoni thioredoxin glutathione reductase | Q962Y6 | purified TGR, DTNB reduction, TNB absorbance 405 nm | Potency, µM (highest dose often 114 µM), without a hit: top-dose activity change, negative = inhibition, most hits filed as inhibitors | 360,000 tested, 3% active; note: potency is the fitted concentration of half-maximal effect; nearly all actives have a fitted effect of over 60% in size
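TGR 20 nM + NADPH 100 uM (dispensed conc.), cpd preinc 15 min RT; start with NADPH (500 uM addition) then DTNB (15 mM addition). Kinetic TNB absorbance, 405 nm filter. Four-parameter Hill fit across titration.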
HCMV antiviral – inhibitors of human cytomegalovirus; HFF cells, HCMV-luciferase reporter, 72 h; hits give low values; activity change, negative = inhibition, % at 57.5 µM; 410,000 tested, 4.5% active; AID 1259415; in the data active = activity change below about -60%; inconclusive = no clear call, values can overlap the other calls; inactive = above about -39%
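Compounds were evaluated in HFFs infected with an HCMV luciferase reporter virus (MOI 1 PFU/cell). Luciferase in lysates collected 72 h post infection served as the replication measure.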
FBPA Giardia inh – Giardia lamblia aldolase inhibition | A8B2U2 | purified Giardia FBPA | Potency, µM (series often up to 59.6 µM), inactives show at the top dose activity, negative = inhibition, most hits filed as inhibitors | 290,000 tested, 0.71% active | AID 2451; note: potency is the fitted concentration of half-maximal effect; nearly all actives have a fitted effect of over 55% in size
Target sequence (A8B2U2 whole entry, looked up): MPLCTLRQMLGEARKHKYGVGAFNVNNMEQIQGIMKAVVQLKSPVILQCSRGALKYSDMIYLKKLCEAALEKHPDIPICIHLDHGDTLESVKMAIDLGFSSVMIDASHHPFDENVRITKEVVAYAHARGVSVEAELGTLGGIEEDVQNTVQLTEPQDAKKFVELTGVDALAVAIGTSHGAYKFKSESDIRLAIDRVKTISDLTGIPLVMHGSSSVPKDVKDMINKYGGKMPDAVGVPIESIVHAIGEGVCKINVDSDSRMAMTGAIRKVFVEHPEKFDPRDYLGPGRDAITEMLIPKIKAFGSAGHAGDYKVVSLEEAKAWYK
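40 nM FBPA preincubated 10 min at RT with compound (up to 57.5 uM final), then substrate plus GAPDH/TPI/NAD/arsenate coupling and diaphorase/resazurin added. Fluorescence read after 20 min at RT, 525/598 nm.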
AmpC no deterg – AmpC beta-lactamase inhibition without detergent; Potency, µM (highest dose often 57.1 µM), for inactives: top-dose activity change, negative = inhibition, most hits filed as inhibitors; AmpC nitrocefin hydrolysis, absorbance 480 nm, 0.0001% Triton; P00811; 330,000 tested, 0.52% active;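 note: potency is the fitted concentration of half-maximal effect; plate controls were no compound for no effect and no enzyme for full effect; nearly all actives have a fitted effect of over 20% in size; some results filed as inactive show a strong effect at the top dose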
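20 mM phosphate pH 7.0 + 0.01% (detergent screen) or 0.0001% Triton X-100; 5.3 nM AmpC reagent; cpd preinc 15 min RT; nitrocefin (800 uM stock) to start; A480 q20 s × 4 min; Activity was normalised to no-enzyme and no-compound control wells.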
AMA1-RON2 inh – disrupts binding of P. falciparum AMA1 to RON2 | AlphaScreen AMA1-biotinylated RON2 peptide binding | Potency, µM (series often up to 58.2 µM), inactives show at the top dose activity change, negative = inhibition, hits mostly inhibitors | 360,000 tested, 0.2% active | AID 720542;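 note: potency is the fitted concentration of half-maximal effect; 0% = vehicle wells and -100% = peptide control; nearly all actives have a fitted effect of over 45% in size; some results filed as inactive show a strong effect at the top dose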
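AMA1 (3D7) with his tag at 25 nM final met compounds first, then biotinylated RON2 peptide at 25 nM; detection used donor plus acceptor beads, 10 µg/mL apiece, read by AlphaScreen after 30 min at room temperature.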
* = called active by the depositor; [ ] = another dose, or the depositor's remark. Unless noted, calls come from the whole dose curve; as a rule, active = well fitted curve in the direction sought with a large enough effect; inconclusive = small, poorly fitted or top-dose-only effect, or another doubt; inactive = no such curve, though single readings can be large; an effect the other way counts as inactive or inconclusive. Unless noted, % is set by controls: 0 for no effect and ±100 for the full control effect. Compounds were not picked by outcome; about 7.8% have a hit in one of these screens.

How did CCCCc1nc2ccccc2c(C(=O)O)c1C do in these assays?
AmpC inh detg: 1%; Sm TGR inh: -3%; HCMV antiviral: -6; FBPA Giardia inh: -16%; AmpC no deterg: -13%; AMA1-RON2 inh: 2%

What do the screens show for `COc1ccc(OCCNC(=O)c2ccc(C)cc2)cc1`?
AmpC inh detg: -1%; Sm TGR inh: 20%; FBPA Giardia inh: 6%; AmpC no deterg: -23%; AMA1-RON2 inh: -2%

Results for CC(C)n1nc(C(=O)Nc2cccc(S(=O)(=O)N3CCCCC3)c2)c2ccccc2c1=O ?
AmpC inh detg: 9%; Sm TGR inh: 6%; HCMV antiviral: 0; AmpC no deterg: -19%; AMA1-RON2 inh: -5%

How did COc1ccc(C(CNC(=O)c2ccc(S(=O)(=O)N3CCCC3)cc2)N2CCOCC2)cc1 (centres undefined) do in these assays?
AmpC inh detg: -3%; Sm TGR inh: -7%; HCMV antiviral: 45; FBPA Giardia inh: 4%; AmpC no deterg: 67%[activator]; AMA1-RON2 inh: 0%

How did CC(=O)Nc1ccc(C(=O)N2CCc3cc4c(cc3C2C)OCCCO4)cc1 (centres undefined) do in these assays?
AmpC inh detg: -16%; Sm TGR inh: -20%; HCMV antiviral: -10; FBPA Giardia inh: 13%; AmpC no deterg: 117%[activator]; AMA1-RON2 inh: 1%

What do the screens show for `CCc1cc2c(NCC3CCCO3)ncnc2s1` (centres undefined)?
AmpC inh detg: inconclusive; Sm TGR inh: inconclusive; HCMV antiviral: -15; FBPA Giardia inh: -6%; AmpC no deterg: -17%; AMA1-RON2 inh: -9%

How did CC(=O)c1ccc(S(=O)(=O)Nc2ccc(-c3ccc4nnc(C)n4n3)cc2)cc1 do in these assays?
AmpC inh detg: 0%; Sm TGR inh: -11%; HCMV antiviral: 145; FBPA Giardia inh: 29%; AmpC no deterg: -10%; AMA1-RON2 inh: 7%

Results for O=C1C=C(Nc2ccc(Cl)cc2)CC(c2ccccc2)C1 (centres undefined) ?
AmpC inh detg: -9%; Sm TGR inh: -14%; HCMV antiviral: -40; FBPA Giardia inh: 7%; AmpC no deterg: -43%; AMA1-RON2 inh: 4%

What do the screens show for `CCOC(=O)C1CCN(C(=O)COC(=O)CSc2ccc(C(N)=O)cc2[N+](=O)[O-])CC1`?
AmpC inh detg: -4%; Sm TGR inh: 0%; HCMV antiviral: -14; AmpC no deterg: 9%; AMA1-RON2 inh: 23%

What do the screens show for `COc1ccc(/C=C2\SC(=O)N(CCC(=O)NCCCn3ccnc3)C2=O)cc1`?
AmpC inh detg: -5%; Sm TGR inh: 2%; HCMV antiviral: -9; AmpC no deterg: 33%; AMA1-RON2 inh: -13%

What do the screens show for `C=CC[C@@H](CC(=O)N[C@H](CO)Cc1ccccc1)C(=O)N[C@@H](COC(=O)[C@@H](CC=C)Cc1ccc(F)cc1)Cc1c[nH]c2ccccc12`?
HCMV antiviral: 22; AmpC no deterg: 69%[activator]; AMA1-RON2 inh: 9%

Results for N#CCC(=O)Nc1ccc(C(=O)OCC(=O)Nc2ccccc2Sc2ccccc2)cc1 ?
AmpC inh detg: -6%; Sm TGR inh: 3%; HCMV antiviral: 19; FBPA Giardia inh: -8%; AmpC no deterg: inconclusive; AMA1-RON2 inh: -2%

What do the screens show for `COC(=O)c1ccc(CSc2nc3c([nH]c4ccccc43)c(=O)n2-c2ccc(F)cc2)o1`?
AmpC inh detg: -4%; Sm TGR inh: -2%; HCMV antiviral: -1

Results for COc1ccccc1-c1cc(NC(=O)COc2ccc(C)c(C)c2)n(-c2ccccc2)n1 ?
AmpC inh detg: 6%; Sm TGR inh: 10%; HCMV antiviral: 61

What do the screens show for `CCOC(=O)c1c(C)c(C(=O)NCCc2ccccc2)c(C)n1C`?
AmpC inh detg: -3%; Sm TGR inh: -23%; HCMV antiviral: 2; FBPA Giardia inh: 6%; AmpC no deterg: 4%; AMA1-RON2 inh: -8%

How did CC(C)(C)OC(=O)N1CCC(c2cc(=O)n3[nH]c(-c4ccc(Cl)cc4)cc3n2)CC1 do in these assays?
AmpC inh detg: inconclusive; Sm TGR inh: 4%; HCMV antiviral: 49; FBPA Giardia inh: 1%; AmpC no deterg: -31%; AMA1-RON2 inh: -6%

What do the screens show for `CCC(=O)NNc1nc2c(Cl)cccc2s1`?
AmpC inh detg: 6%; Sm TGR inh: 14%; HCMV antiviral: 26; FBPA Giardia inh: 0%; AmpC no deterg: -11%; AMA1-RON2 inh: 87%[activator]

How did CN(C)CCCOC(=O)COc1ccc(Br)cc1 do in these assays?
AmpC inh detg: 1%; Sm TGR inh: 1%; HCMV antiviral: 11; FBPA Giardia inh: -1%; AmpC no deterg: -20%; AMA1-RON2 inh: 0%

How did CN(CCc1ccccn1)C(=O)CCC1CCCN(C(=O)c2n[nH]c3c2CCCC3)C1 (centres undefined) do in these assays?
AmpC inh detg: 5%; Sm TGR inh: 12%; HCMV antiviral: inconclusive; FBPA Giardia inh: 0%; AmpC no deterg: 21%; AMA1-RON2 inh: -2%

How did CCOc1cc(C)c(S(=O)(=O)NC2CC(C)(C)NC(C)(C)C2)cc1C do in these assays?
AmpC inh detg: -8%; Sm TGR inh: 0%; HCMV antiviral: inconclusive; FBPA Giardia inh: 3%; AmpC no deterg: 21%; AMA1-RON2 inh: 9%

The final 5 compounds of the part before lead into the next:
How did CC(C)(C)OC(=O)N1CCC(c2cc(=O)n3[nH]c(-c4ccc(Cl)cc4)cc3n2)CC1 do in these assays?
AmpC inh detg: inconclusive; Sm TGR inh: 4%; HCMV antiviral: 49; FBPA Giardia inh: 1%; AmpC no deterg: -31%; AMA1-RON2 inh: -6%

What do the screens show for `CCC(=O)NNc1nc2c(Cl)cccc2s1`?
AmpC inh detg: 6%; Sm TGR inh: 14%; HCMV antiviral: 26; FBPA Giardia inh: 0%; AmpC no deterg: -11%; AMA1-RON2 inh: 87%[activator]

How did CN(C)CCCOC(=O)COc1ccc(Br)cc1 do in these assays?
AmpC inh detg: 1%; Sm TGR inh: 1%; HCMV antiviral: 11; FBPA Giardia inh: -1%; AmpC no deterg: -20%; AMA1-RON2 inh: 0%

How did CN(CCc1ccccn1)C(=O)CCC1CCCN(C(=O)c2n[nH]c3c2CCCC3)C1 (centres undefined) do in these assays?
AmpC inh detg: 5%; Sm TGR inh: 12%; HCMV antiviral: inconclusive; FBPA Giardia inh: 0%; AmpC no deterg: 21%; AMA1-RON2 inh: -2%

How did CCOc1cc(C)c(S(=O)(=O)NC2CC(C)(C)NC(C)(C)C2)cc1C do in these assays?
AmpC inh detg: -8%; Sm TGR inh: 0%; HCMV antiviral: inconclusive; FBPA Giardia inh: 3%; AmpC no deterg: 21%; AMA1-RON2 inh: 9%

What do the screens show for `COc1cccc(C(=O)C2CCCN(C(=O)c3ccc(C#CC(C)(C)O)cc3)C2)c1` (centres undefined)?
AmpC inh detg: 1%; Sm TGR inh: -17%; HCMV antiviral: -9; FBPA Giardia inh: 4%; AmpC no deterg: 102%[activator]; AMA1-RON2 inh: 0%

How did CCO[C@H]1OC(C(=O)N2CCN(Cc3ccccc3)CC2)=C[C@@H](C2CCCCC2)[C@@H]1CCCO do in these assays?
AmpC inh detg: 8%; Sm TGR inh: 7%; HCMV antiviral: -3; FBPA Giardia inh: 5%; AmpC no deterg: 220%[activator]; AMA1-RON2 inh: -14%

What do the screens show for `CCc1nnc(NC(=O)CCC(=O)NCCc2ccccc2)s1`?
AmpC inh detg: -13%; Sm TGR inh: -4%; HCMV antiviral: 9; FBPA Giardia inh: -8%; AmpC no deterg: -23%; AMA1-RON2 inh: -7%

Results for C[C@]12CCC(=O)CC1=CCC1C3CC=C(C#N)[C@@]3(C)CC[C@@]12O (some centres undefined) ?
AmpC inh detg: -2%; Sm TGR inh: -1%; HCMV antiviral: -26; FBPA Giardia inh: 5%; AmpC no deterg: 21%; AMA1-RON2 inh: -1%

What do the screens show for `CC(C)C(=O)c1cc2c(cc1NC(=O)c1cccs1)OCCO2`?
AmpC inh detg: -18%; Sm TGR inh: -9%; HCMV antiviral: inconclusive; FBPA Giardia inh: -1%; AmpC no deterg: -10%; AMA1-RON2 inh: 53%[activator]

What do the screens show for `O=Nc1c(O)n(Cc2cccc(C(F)(F)F)c2)c2ccccc12`?
AmpC inh detg: -4%; HCMV antiviral: -35; FBPA Giardia inh: 7%; AmpC no deterg: -18%; AMA1-RON2 inh: -5%

How did CN1CCN(C(=O)/C(=C/c2ccc([N+](=O)[O-])cc2)NC(=O)c2ccccc2)CC1 do in these assays?
AmpC inh detg: 5%; Sm TGR inh: -5%; HCMV antiviral: -3; AmpC no deterg: -13%; AMA1-RON2 inh: 8%

What do the screens show for `CN1C(=O)c2ccccc2Sc2ccc(NC(=O)Nc3ccccc3F)cc21`?
AmpC inh detg: 8%; Sm TGR inh: -10%; HCMV antiviral: -2

What do the screens show for `O=C(Nc1ccncc1)C1CCCN(S(=O)(=O)c2cccc3cccnc23)C1` (centres undefined)?
AmpC inh detg: inconclusive; Sm TGR inh: -2%; HCMV antiviral: -22; FBPA Giardia inh: 1%; AmpC no deterg: 45µM*; AMA1-RON2 inh: 0%

Results for NS(=O)(=O)c1ccc(NC(=O)CSc2ccccc2)cc1 ?
AmpC inh detg: 3%; Sm TGR inh: 0%; HCMV antiviral: -8; FBPA Giardia inh: 4%; AmpC no deterg: -32%; AMA1-RON2 inh: -17%

What do the screens show for `CSc1nnc(Nc2ccccc2C)s1`?
AmpC inh detg: inconclusive; Sm TGR inh: 3%; HCMV antiviral: 35; FBPA Giardia inh: -4%; AmpC no deterg: -19%; AMA1-RON2 inh: -3%

How did O=C(CSc1ccc(-c2ccco2)nn1)Nc1ccccc1F do in these assays?
AmpC inh detg: -2%; Sm TGR inh: 14µM*; HCMV antiviral: -21; AmpC no deterg: -31%; AMA1-RON2 inh: -16%

Results for CCOC(=O)CN1C(=O)C(=O)N(Cc2ccccc2)C1=O ?
AmpC inh detg: -1%; Sm TGR inh: 6%; HCMV antiviral: -5; FBPA Giardia inh: -3%; AmpC no deterg: -18%; AMA1-RON2 inh: 7%

What do the screens show for `Cc1ccccc1NC(C)C(=O)N/N=C/c1c[nH]c2ccccc12` (centres undefined)?
AmpC inh detg: 4%; Sm TGR inh: 8%; HCMV antiviral: -12; FBPA Giardia inh: -6%; AmpC no deterg: inconclusive; AMA1-RON2 inh: -5%

Results for CCSc1nc2ccccc2c(=O)n1OCC(=O)OC ?
AmpC inh detg: 7%; Sm TGR inh: 1%; HCMV antiviral: 15; FBPA Giardia inh: -2%; AmpC no deterg: -9%; AMA1-RON2 inh: 5%

What do the screens show for `COCc1oc2ccc(NS(=O)(=O)c3ccc(C)cc3)cc2c1C(=O)OC`?
AmpC inh detg: -5%; Sm TGR inh: -3%; HCMV antiviral: -11

How did COc1ccc(NC(=O)C2CCN(C3=NS(=O)(=O)C(c4ccc(C)c(C)c4)=C3C)CC2)cc1OC do in these assays?
AmpC inh detg: 16%; Sm TGR inh: 4%; HCMV antiviral: 13
